# Tb PGK inh – qHTS Assay to Find Inhibitors of Phosphoglycerate Kinase. Phosphoglycerate kinase, glycosomal (Trypanosoma brucei brucei), P07378. PGK/GAPDH coupled, Kinase-Glo luminescence, 60 min. Potency, µM (titrated, usually from 57.5 µM), inactives show at the top dose activity change, negative = inhibition, actives largely listed as inhibitors. 380,000 compounds, 0.043% hits; also: potency is read from the fitted curve at half-maximal effect; % is scaled to controls: 0 for no effect and ±100 for the full control effect; nearly all actives have a fitted effect of over 60% in size
# Target sequence (P07378 whole entry, looked up): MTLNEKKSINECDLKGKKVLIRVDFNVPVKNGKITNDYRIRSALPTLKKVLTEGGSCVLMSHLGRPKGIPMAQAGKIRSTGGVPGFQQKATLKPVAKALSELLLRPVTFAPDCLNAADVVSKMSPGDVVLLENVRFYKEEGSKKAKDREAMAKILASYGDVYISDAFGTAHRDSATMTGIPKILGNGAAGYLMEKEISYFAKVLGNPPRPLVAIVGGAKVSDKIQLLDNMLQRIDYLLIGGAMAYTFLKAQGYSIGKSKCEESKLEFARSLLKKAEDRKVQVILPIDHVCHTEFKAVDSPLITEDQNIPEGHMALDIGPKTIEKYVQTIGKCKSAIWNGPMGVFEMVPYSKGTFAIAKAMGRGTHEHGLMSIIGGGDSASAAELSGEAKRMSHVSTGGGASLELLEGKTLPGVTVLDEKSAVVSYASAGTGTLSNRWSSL
#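 Recombinant glycosomal PGK reaction used 1,3-bisphosphoglycerate generated in-well by GAPDH (100nM final) in 100mM TEA pH 7.6, 5mM MgCl2, 0.01% Tween-20. After 60 minutes at room temperature, ATP was read by Kinase-Glo Plus luminescence end-point.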
# USP1 inh – Inhibitors of USP1/UAF1: Primary Screen; Ubiquitin carboxyl-terminal hydrolase 1 (Homo sapiens), O94782; recombinant USP1/UAF1, Ub-Rhodamine cleavage fluorescence; Potency, µM (titrated, usually from 57.1 µM), inactives show top-dose activity change, negative = inhibition, most hits filed as inhibitors; 390,000 compounds, 0.23% hits; AID 743255, 2014; also: potency is read from the fitted curve at half-maximal effect; % is scaled to controls: 0 for no effect and ±100 for the full control effect; nearly all actives have a fitted effect of over 60% in size; inactives centre near -12
#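 Step one: compound is pinned into 1nM USP1/UAF1 in HEPES pH 7.8 buffer with TCEP. Step two: 15 min room-temperature incubation. Step three: Ub-Rho (150nM final) starts cleavage, tracked by fluorescence over six one-minute reads.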
# Pin1 inh – qHTS Assay to Find Inhibitors of Pin1; Peptidyl-prolyl cis-trans isomerase NIMA-interacting 1 (Homo sapiens), Q13526; Pin1 FP peptide displacement, HiFluor488, 10 min; Potency, µM (titrated, usually from 115 µM), for inactives: top-dose activity, negative = inhibition, actives largely listed as inhibitors; 390,000 compounds, 0.009% hits; active = well fitted inhibition curve with a large enough effect in the polarisation, with a control signal flat, not every such curve was filed as active; inconclusive = small, poorly fitted or top-dose-only effect, or effect the other way, or a change in a side signal; inactive = no such curve, though single readings can be large or run the other way; the % refers to the polarisation; also: potency is read from the fitted curve at half-maximal effect; % is scaled to controls: 0 for no effect and ±100 for the full control effect
# HP1b binding inh – HTS for Inhibitors of HP1-beta Chromodomain Interactions with Methylated Histone Tails | Chromobox protein homolog 1 (Homo sapiens), P83916 | AlphaScreen HP1-beta / biotin-H3K9me3 peptide binding | Potency, µM (highest dose often 114 µM), for inactives: top-dose activity change, negative = inhibition, usual class: inhibitors | 390,000 compounds, 0.56% hits | AID 540317, 2011; also: potency is read from the fitted curve at half-maximal effect; nearly all actives have a fitted effect of over 70% in size; inactives centre near 23
#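 HP1-beta protein (50 nM final) preincubated 30 min at room temperature with biotinylated H3(1-18)K9me3 peptide (50 nM) in PBS pH 7.4, 0.01% Tween-20, then compound added for 30 min. AlphaScreen streptavidin donor/nickel chelate acceptor beads (10 ug/mL final), 30 min dark, luminescence read.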
# mIDH1 inhibitor – qHTS for Inhibitors of mutant isocitrate dehydrogenase 1 (IDH1): qHTS | Isocitrate dehydrogenase [NADP] cytoplasmic (Homo sapiens), O75874 | IDH1-R132H enzyme, NADPH consumption, diaphorase/resazurin fluorescence | Potency, µM (doses to about 76.6 µM), for inactives: at the top dose activity change, negative = inhibition, usual class: inhibitors | 390,000 compounds, 0.093% hits | AID 602179, 2012; also: potency is read from the fitted curve at half-maximal effect; % is scaled to controls: 0 for no effect and ±100 for the full control effect; nearly all actives have a fitted effect of over 65% in size
#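 IDH1-R132H (0.5 ug/mL) preincubated 30 min with compound, then NADPH (0.016 mM) and alpha-KG (2 mM) added; 80 min at RT, pH 7.5. Remaining NADPH coupled via diaphorase/resazurin to fluorescence (540/590 nm); concentration-response curves normalized to no-enzyme control.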
# GLS inhibitor – qHTS for Inhibitors of Glutaminase (GLS); Glutaminase kidney isoform, mitochondrial (Homo sapiens), O94925; GLS enzymatic activity, qHTS titration; Potency, µM (top dose mostly 45.5 µM), without a hit: at the top dose activity change, negative = inhibition, usual class: inhibitors; 410,000 compounds, 0.21% hits; AID 624170, 2012; also: potency is read from the fitted curve at half-maximal effect; % is scaled to controls: 0 for no effect and ±100 for the full control effect
#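 Assay buffer: 45 mM KH2PO4 pH 8.2, 0.02% Tween-20. hKGA acts on L-glutamine (1 mM solution added); product glutamate is reported by an oxidase/peroxidase Amplex Red coupling, with fluorescence taken at baseline and 30 min.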
# PI4K2A block – qHTS for small molecular inhibitors of PI4K2A; purified PI4K2A, ADP-Glo luminescence, 1 h; active compounds read low; activity change, negative = inhibition, % at 76.9 µM; 420,000 compounds, 0.13% hits; AID 1346378, 2018; in the data active = activity change below about -50%; inconclusive = mostly about -30% to -49%;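 also: -100% = wells without enzyme as full effect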
# Target sequence (Q9BTU6 whole entry, looked up): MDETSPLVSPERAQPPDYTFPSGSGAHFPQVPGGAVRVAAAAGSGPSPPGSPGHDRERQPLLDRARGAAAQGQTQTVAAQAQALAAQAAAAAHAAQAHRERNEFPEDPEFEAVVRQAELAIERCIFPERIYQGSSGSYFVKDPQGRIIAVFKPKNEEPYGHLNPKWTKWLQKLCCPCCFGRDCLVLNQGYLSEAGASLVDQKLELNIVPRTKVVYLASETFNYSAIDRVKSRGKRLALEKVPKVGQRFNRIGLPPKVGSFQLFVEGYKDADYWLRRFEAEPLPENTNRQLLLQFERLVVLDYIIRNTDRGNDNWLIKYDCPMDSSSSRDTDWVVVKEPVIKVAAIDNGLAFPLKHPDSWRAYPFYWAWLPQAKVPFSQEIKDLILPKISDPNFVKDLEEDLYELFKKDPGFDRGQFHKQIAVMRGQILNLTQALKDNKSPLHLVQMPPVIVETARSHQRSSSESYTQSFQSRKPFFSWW
#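 PI4K2A activity was measured by ADP-Glo luminescence: enzyme (4 ug/mL stock) and phosphatidylinositol (1.2 mM stock) in Tris pH 7.5/MgCl2/EGTA/Triton X-100 buffer were reacted with ATP (300 microM stock) for one hour at ambient temperature.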
# TrxR1 inh – qHTS Assay for Inhibitors of Mammalian Selenoprotein Thioredoxin Reductase 1 (TrxR1): qHTS; recombinant rTrxR1, NADPH fluorescence consumption, selenite substrate; Potency, µM (top dose mostly 114 µM), for the others: top-dose activity change, negative = inhibition, hits mostly inhibitors; 390,000 compounds, 1% hits; AID 588453, 2011; also: potency is read from the fitted curve at half-maximal effect; % is scaled to controls: 0 for no effect and ±100 for the full control effect; nearly all actives have a fitted effect of over 65% in size
#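 Rat TrxR1 (90 nM in the dispensed reagent) was pre-reduced with 400 uM NADPH for 5 min at room temperature, then incubated with compound for 15 min. After 400 uM selenite was added, NADPH fluorescence (Ex 340/Em 450 nm) was followed for 8 min.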
# TrxR1 substrate – qHTS Assay for Substrates of Mammalian Selenoprotein Thioredoxin Reductase 1 (TrxR1): qHTS; Thioredoxin reductase 1, cytoplasmic (Rattus norvegicus), O89049; purified TrxR1 substrate turnover, NADPH consumption readout; Potency, µM (series often up to 114 µM), without a hit: top-dose activity change, negative = substrate turnover; 390,000 compounds, 0.01% hits; also: potency is read from the fitted curve at half-maximal effect; % is scaled to controls: 0 for no effect and ±100 for the full control effect; nearly all actives have a fitted effect of over 50% in size
#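 Rat TrxR1, dispensed at 90 nM, was prereduced with 400 uM NADPH (final) for 5 min at ~22 deg C, then incubated with compound 15 min before 400 uM selenite. A first-read NADPH fluorescence drop versus no-compound background flagged substrates.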
# Numbers without * were called inactive; i = inactive; ? = inconclusive; . = not tested or not shown; & = joins results of further samples; [ ] = dose if it differs, or a comment. Unless noted, calls follow the shape of the dose curve; as a rule, active = well fitted curve in the direction sought with a large enough effect; inconclusive = small, poorly fitted or top-dose-only effect, or another doubt; inactive = no such curve, though single readings can be large; an effect the other way counts as inactive or inconclusive. An excerpt; rates above refer to the full screens.
canonical_smiles,Tb PGK inh,USP1 inh,Pin1 inh,HP1b binding inh,mIDH1 inhibitor,GLS inhibitor,PI4K2A block,TrxR1 inh,TrxR1 substrate
O=C(NC1CCCC1)c1ccc2c(c1)N(Cc1ccc(F)cc1)C(=O)c1ccccc1S2,-8%,-9%,15%,-11%,0%,-15%,2,24%[57.1 µM],-3%[57.1 µM]
CCN(CC)CCCN(Cc1cc2ccc(C)c(C)c2[nH]c1=O)C(=O)NC1CCCCC1,2%,-3%,9%,17%,-4%,3%,0,-7%,2%
CCCC1=C(C(=O)OCC)C(c2cccnc2)n2nc(C)nc2N1 (configuration not stated),-4%,-7%,-5%,6%,-2%,1%,0,13%,8%[57.1 µM]
O=C(COC(=O)c1ccco1)Nc1cccc(Br)c1,-2%,1%,-6%,13%,14%,3%,8,-9%,-9%
COc1ccccc1NC(=O)CSc1nccn1Cc1ccccc1,i,-19%,1%,-4%,10%,-15%,-2,-7%,-9%
CO/N=C1\CCCc2c(C(=O)NN)sc(SC)c21,1%,-9%,0%,5%,-4%,1%,4,26%[57.1 µM],2%[57.1 µM]
COc1cc(C(CCN2CCN(c3ccccc3)CC2)c2c(OC)cc(OC)c3ccc(=O)oc23)cc(OC)c1OC (configuration not stated),-1%,-31%,1%&10%,-23%&8%,0%[38.3 µM],6%,-4,-1%&8%,-4%&-2%
CN(C(=O)c1ccccc1[N+](=O)[O-])c1ccccc1C(=O)NCc1ccccc1,-6%,1%,-10%,24%,3%,9%,0,-19%,-13%
Oc1ccc(NC(=S)N=Nc2c(O)[nH]c3ccccc23)cc1,-2%,-8%,-8%,?,3%,?,9,17%[57.1 µM],-9%
COc1cc(/C=N/NC(=O)CCOc2ccccc2C)cc(Br)c1O,-6%,-24%,-2%,-1%,24%,1%,-2,1%[57.1 µM],7%[57.1 µM]
Cc1ccccc1Nc1cc2ccccc2c(=O)[nH]1,-23%,1µM*,?,-9%,5%,56%[activator],?,?,13%[57.1 µM]
COc1cc(C(=O)N(C)CC(=O)Nc2cccc(F)c2)ccc1OCc1ccccc1,-7%,-9%,0%,23%,5%,-2%,4,-7%,-12%
Cc1cc(NC(=O)Nc2ccccc2F)ccc1Br,-4%,-8%,-1%,27%,0%,0%,-4,11%,-4%
O=C1CSc2ccc(S(=O)(=O)NCc3ccc(F)cc3)cc2N1,-2%,-17%,-6%,46%[activator],-4%,-3%,0,32%,2%
COc1ccc(OC)c(S(=O)(=O)NCCCn2ccnc2)c1,1%,1%,1%,11%,0%,4%,0,12%,-5%
CCCCN(C)CCCNC(=O)c1cc(-c2cccnc2)nc2ccccc12,-9%,-26%&4%,3%&2%,25%&28%,-12%&-7%,1%&0%,2&1,11%,6%
COc1ccc(-n2c(SCC(=O)NC3CCCCC3)nc3c([nH]c4ccccc43)c2=O)cc1,-1%,-18%,-14%,15%[57 µM],-11%,2%,0,21%[57.1 µM],-1%[57.1 µM]
C(#Cc1ccccc1)Cn1nnc2ccccc21,.,-6%,-6%,69%[activator],2%,1%,1,3%,9%
COc1ccc(C(CNC(=O)C(=O)Nc2ccc3c(c2)OCCO3)N2CCN(C)CC2)cc1 (configuration not stated),-5%,-30%,2%,23%,4%,-2%,5,15%[57.1 µM],-2%[57.1 µM]
Cc1ccc(F)c(C2C3C=CCCC3(C)C(=O)N2Cc2ccccc2)c1 (configuration not stated),.,.,?,36%,.,.,.,-25%,-9%
Cc1ccc(S(=O)(=O)CCC(=O)OCc2cc(=O)oc3cc(C)ccc23)cc1,-2%,-4%,3%,19%,-8%,-4%,1,13%,-6%
O=C(CCc1ccccc1F)N1CCN(c2ccc(C(F)(F)F)cn2)CC1,-1%,?,-3%,79%[activator],0%,-3%,-10,11%,4%
COc1cc(CNc2cccc3[nH]c(C(F)(F)F)nc23)cc(OC)c1,.,-14%,17%,28%,16%,14%,-5,-8%,-4%
COc1ccc(CCC(=O)Nc2ccc(S(=O)(=O)N3CCOCC3)cc2)cc1,-6%,-24%,3%,41%[activator],-1%,-3%,7,5%,-1%
CCN(CC)C(=O)c1sc2c(c1C)c(=O)n(-c1ccc(Cl)c(Cl)c1)c(=O)n2CC(=O)Nc1cccc(OC)c1,8%,-1%,25%,18%,-5%,7%,1,13%[57.1 µM],-4%[57.1 µM]
CCNC(=O)NC(=O)C(C)OC(=O)C1CCN(S(=O)(=O)c2ccccc2C(=O)OC)CC1 (configuration not stated),i,-10%,-1%,33%,18%,-8%,7,24%,1%
O=C(CSc1nc(Nc2ccccc2)nc(N2CCOCC2)n1)N1CCCC1,-6%,1%,-2%,32%,5%,0%,-7,4%[57.1 µM],8%[57.1 µM]
O=S(=O)(NCc1cccnc1)c1ccc(Cl)cc1,-2%,-18%,-6%,47%[activator],5%,-5%,-3,10%,-1%
CCOc1ccc(N2C(=O)C3Sc4[nH]c(=O)sc4C(c4ccc(OC)c(OC)c4)C3C2=O)cc1 (configuration not stated),-7%,-9%,1%,-23%,4%,?,-9,19%,4%
O=C(Nc1ccc(Cl)cc1)c1csc(-c2ccccc2)n1,-3%,-13%,-4%,107%,2%,5%,-5,2%,3%
CCOC(=O)c1cc2c(=O)n3ccccc3nc2n(CC2CCCO2)c1=NC(C)=O (configuration not stated),-9%,-1%,-2%,11%,1%,8%,3,30%[57.1 µM],84%[activator][57.1 µM]
Cc1onc(-c2c(F)cccc2Cl)c1C(=O)Nc1nc2c(s1)CCCC2,i,-10%,18%,4%,0%,5%,-1,11%,6%
CC(=O)N1c2ccccc2N2C(c3c(C)c(C)cc(C)c3C)=NON12,i,-24%,5%,93%[activator],5%,1%,-3,23%,3%
CO/N=C/C1C(=O)NN=C1c1ccccc1 (configuration not stated),-7%,-17%,0%,17%,-2%,6%,-2,14%[57.1 µM],1%[57.1 µM]
CC(=O)Nc1ccc(Nc2nnc(-c3ccc(O)cc3)c3ccccc23)cc1,-9%,-17%,-2%,8%,-2%,194%[activator],2,3%[57.1 µM],11%[57.1 µM]
Cc1ccc(N2CCN(CCCCN3C(=O)C4CCCN4C3=O)CC2)cc1 (configuration not stated),7%,-12%,-1%,27%,0%,17%,-4,-7%,-13%
CCc1ccccc1NC(=S)NCC1CCN(c2ccc(OC)cc2)C1 (configuration not stated),-2%,-20%,2%,13µM*,-2%,34%[activator],-5,-10%,-2%
Cc1ccccc1SCC(=O)N/N=C/c1ccc(F)cc1,0%,-27%,3%,24%,1%,-16%,8,15%,-1%
COc1ccccc1CCNC(=O)c1ccoc1C,i,-2%,-19%,57%[activator],11%,-2%,-6,?,1%
Cc1cc(=O)[nH]c(Nc2ccc(Cl)cc2)n1,-8%,?,-6%,23%,8%,-19%,3,23%,1%
CCCCNc1c(-c2ccc(OC)c(SC3CCCCC3)c2)nc2ccc(C)cn12,-3%,-7%,?,21%,2%,28%,4,108%[activator],105%[activator]
Cc1c(CCOC(=O)c2ccc(N3CCOCC3)c([N+](=O)[O-])c2)sc[n+]1CC#N,6%,-10%,0%,-3%,?,?,-3,?,1%
CC1CCN(c2c(NCC3CCC(C(=O)Nc4ccccn4)CC3)c(=O)c2=O)CC1 (configuration not stated),6%,-23%,-3%,28%,-1%,9%,-1,-1%,-4%
Cc1cc(=O)n(C)c(=O)n1CCCCOc1cccc([N+](=O)[O-])c1,1%,-15%,-4%,53%[activator],-13%,16%,3,12%,2%
O=C1/C(=C\c2ccc(Cl)cc2)CCC1CNc1ccc(Cl)cc1 (configuration not stated),-3%,-1%,1%,23%,6%,5%,30,7.9µM*,2%
CCCCC(=O)Nc1ccccc1Oc1ccccc1,8%,-4%,?,79%[activator],1%,1%,1,10%,-3%
CCOC(=O)C1=C(N)n2c(s/c(=C\c3cccs3)c2=O)=C(C(=O)OCC)C1c1cccs1 (configuration not stated),-3%,-1%,7%,10%,6%,3%,6,22%[57.1 µM],10%[57.1 µM]

# Source: PubChem BioAssay (National Center for Advancing Translational Sciences (NCATS))
